# uPA generation = qHTS for Inhibitors of Cell Surface uPA Generation; actives 0.31% (n = 330,000); cell surface uPA generation assay, qHTS; Potency, µM (doses to about 38.3 µM), without a hit: at the highest dose activity change, negative = inhibition, usual class: inhibitors; AID 540303, 2011; active = well fitted inhibition curve with a large enough effect; inconclusive = small, poorly fitted or top-dose-only effect; inactive = no such curve, though single readings can be large or run the other way; tested in mouse RAW 264.7 cells; also: potency is read from the fitted curve at half-maximal effect; % is scaled to controls: 0 for no effect and ±100 for the full control effect; nearly all actives have a fitted effect of over 55% in size
# USP2a block = qHTS Assay for Inhibitors of Ubiquitin-specific Protease USP2a Using CHOP2 as the Reporter; USP2 core, Ub-CHOP2 coupled fluorogenic reporter, 485/531; Potency, µM (highest dose often 38.3 µM), for the others: at the highest dose activity change, negative = inhibition, usual class: inhibitors; actives 0.01% (n = 330,000); AID 463254, 2010;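 also: potency is read from the fitted curve at half-maximal effect; plate controls were DMSO wells for no effect and full inhibition by NEM control for full effect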
#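 Deubiquitinase activity read as fluorescence (485/531 nm) after Ub-CHOP2 cleavage activates the enterokinase reporter on its substrate; USP2 core 10nM, Ub-CHOP2 and substrate 25nM each, 30min compound preincubation then 60min RT; data normalized to NEM, curves fitted.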
# TSHR antag = Antagonists of the Thyroid Stimulating Hormone Receptor: HTS campaign; activity change, negative = inhibition, % at 11.5 µM; AID 504810, 2011; actives 0.2% (n = 330,000); TSHR-expressing cells, TSH-stimulated cAMP HTRF, 2 h; stronger effect = lower value;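 active = activity change below a set negative limit, meaning inhibition stronger than a set level, cut at about -70% in these data; inconclusive = activity change between two set negative limits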; also: % is scaled to controls: 0 for no effect and ±100 for the full control effect
#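 Freshly harvested TSHR cells receive pin-tooled compound, then EC80 TSH at 4nM final. After 2 hours at 37 deg C, antibody in lysis buffer and cAMP-d2 are added; 30 minutes at ambient temperature precede the HTRF read.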
# B2AR arrestin = qHTS assay of beta-arrestin-biased ligands of beta2-adrenergic receptor; Beta-2 adrenergic receptor (Homo sapiens), P07550; beta-arrestin recruitment to beta2AR, cell-based reporter; Potency, µM (doses to about 46.1 µM), for inactives: at the top dose activation, hits mostly activators; actives 0.02% (n = 330,000);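 also: potency is read from the fitted curve at half-maximal effect; 0% = DMSO controls and full agonism = EC100 isoproterenol or metaproterenol; nearly all actives have a fitted effect of over 65% in size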
# Target sequence (P07550 whole entry, looked up): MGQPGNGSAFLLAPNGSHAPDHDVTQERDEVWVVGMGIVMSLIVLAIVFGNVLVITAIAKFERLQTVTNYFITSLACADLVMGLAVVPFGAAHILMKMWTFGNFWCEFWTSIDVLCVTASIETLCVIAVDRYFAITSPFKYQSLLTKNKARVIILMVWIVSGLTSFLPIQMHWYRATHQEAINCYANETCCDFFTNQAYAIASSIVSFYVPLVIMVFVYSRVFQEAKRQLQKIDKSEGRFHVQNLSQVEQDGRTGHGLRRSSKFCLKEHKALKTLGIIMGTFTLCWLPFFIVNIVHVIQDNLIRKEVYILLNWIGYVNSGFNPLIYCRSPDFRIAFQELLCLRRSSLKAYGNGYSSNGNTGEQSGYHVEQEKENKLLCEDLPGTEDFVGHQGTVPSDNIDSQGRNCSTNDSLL
# ELG1 DNA repair = qHTS screen for small molecules that inhibit ELG1-dependent DNA repair in human embryonic kidney (HEK293T) cells expressing luciferase-tagged ELG1. HEK293T ELG1-luciferase reporter, luminescence, 16 h; DNA damage induced by 5-fluorouridine. Potency, µM (doses to about 46.1 µM), inactives show at the top dose activity change, negative = inhibition, usual class: inhibitors. actives 2.3% (n = 330,000). AID 504467, 2011; also: potency is read from the fitted curve at half-maximal effect; % is scaled to controls: 0 for no effect and ±100 for the full control effect; nearly all actives have a fitted effect of over 55% in size
#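 HEK293T cells expressing luciferase-tagged ELG1 (2,000/well) received 5-Fluorouridine plus compound or DMSO for 16 hr at 37 °C. Luciferase was read by ONE-Glo luminescence after 30 min at room temperature.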
# TCR act = Activators of T cell receptors: qHTS campaign; primary human leukocytes, anti-CD3, IL-2 HTRF, 48 h; Potency, µM (series often up to 9.22 µM), without a hit: top-dose activation of IL-2 secretion, actives largely listed as activators; 330,000 tested, under 10 active; also: % of control where 0% means no effect
#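 TCR engagement came from a-CD3 beads alone, with compounds added to primary human leukocytes for 48 hr. Secreted IL-2 bridged europium cryptate- and d2-labelled anti-IL-2 antibodies, giving FRET emission at 665nm after 320nm excitation.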
# Tb PFK inh = qHTS Assay to Find Inhibitors of T. brucei phosphofructokinase. ATP-dependent 6-phosphofructokinase (Trypanosoma brucei brucei), O15648. T. brucei PFK, ADP-Glo luminescence. Potency, µM (doses to about 57.5 µM), without a hit: at the top dose activity, negative = inhibition, hits mostly inhibitors. actives 0.17% (n = 330,000);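 also: potency is read from the fitted curve at half-maximal effect; 0% = uninhibited 1x PFK enzyme wells and -100% = no-enzyme wells; nearly all actives have a fitted effect of over 60% in size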
#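 PFK 1.25 nM, F6P 0.5 mM, ATP 0.1 mM, 0.1 M TEA pH 8.0, 5 mM MgCl2, 0.01% Tween20, 0.1% BSA; 45 min RT. ADP-Glo readout. qHTS titration up to 57 uM; curves fitted, compounds curve-classed.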
# Mito fusion yeast = qHTS Assay for Small Molecule Inhibitors of Mitochondrial Division or Activators of Mitochondrial Fusion; actives 0.23% (n = 320,000); AID 485298, 2010; Potency, µM (highest dose often 46.1 µM), inactives show at the highest dose growth rescue (activation), actives largely listed as activators; S. cerevisiae fusion-defective mutant growth rescue, CellTiterGlo 48 h;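 also: potency is read from the fitted curve at half-maximal effect; % of control where 0% means no effect; nearly all actives have a fitted effect of over 45% in size; temperature-sensitive fusion mutants such as fzo1-1 at 37 °C on non-fermentable ethanol glycerol medium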
#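 S. cerevisiae fusion-defective temperature-sensitive mutants (e.g. fzo1-1, mgm1-5) grown 48 h at 37C in YPEG (ethanol/glycerol non-fermentable) medium with 23 nl compound per well; growth rescue read as CellTiterGlo luminescence.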
# PTAP TSG101 blk = qHTS Assay for Iinhibitors of HIV-1 Budding by Blocking the Interaction of PTAP/TSG101; Tumor susceptibility gene 101 protein (Homo sapiens), Q99816; 340,000 tested, under 10 active; Potency, µM (series often up to 115 µM), for the others: at the top dose activity change, negative = inhibition, most hits filed as inhibitors; Fluorescence polarization, FITC-PTAP peptide / Tsg101 binding; active = well fitted inhibition curve with a large enough effect in the main read-out, with a control signal flat, not every such curve was filed as active; inconclusive = small, poorly fitted or top-dose-only effect, or effect the other way, or a change in a side signal; inactive = no such curve, though single readings can be large or run the other way; also: potency is read from the fitted curve at half-maximal effect; % of control where 0% means no effect
#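 Compounds were pin-transferred onto Tsg101 binding domain (10 uM final) in HEPES pH 7.5 buffer, then FITC-PTAP peptide was added at 50 nM final. After 20 min at RT, polarization reported peptide displacement across a qHTS concentration series.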
# Chronic BCR inh = qHTS Assay to Find Inhibitors of Chronic Active B-Cell Receptor Signaling; ABC-DLBCL IkBa-CBG/CBR reporter, luminescence ratio, 4 h; Potency, µM (top dose mostly 46.1 µM), for inactives: at the top dose ratio change, negative = lower green/red ratio, hits mostly inhibitors; AID 493014, 2011; actives 0.05% (n = 340,000); active = well fitted inhibition curve with a large enough effect in the signal ratio, with a control signal flat, not every such curve was filed as active; inconclusive = small, poorly fitted or top-dose-only effect, or effect the other way, or a change in a side signal; the % refers to the signal ratio;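 also: potency is read from the fitted curve at half-maximal effect; plate controls were basal doxycycline-induced cells for no effect and cells given 10 µM MG132 for full effect; MG132 reads +100%, hits lower the ratio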
#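 Doxycycline induced both beetle luciferases in TMD8 lymphoma cells; IKK-driven degradation limits the IkappaBalpha-fused green signal, while red luminescence normalises for cell number and nonspecific effects. Compounds tested up to 46 uM, 4 hrs.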
# Eya2 phos inh = qHTS Assay for Inhibitors of the Phosphatase Activity of Eya2. recombinant Eya2, OMFP fluorescence dephosphorylation (OMFP is methylfluorescein phosphate). Potency, µM (titrated, usually from 76.9 µM), for inactives: at the highest dose activity, negative = inhibition, hits mostly inhibitors. actives 0.006% (n = 330,000); also: potency is read from the fitted curve at half-maximal effect; % is scaled to controls: 0 for no effect and ±100 for the full control effect
# Target sequence (O00167 whole entry, looked up): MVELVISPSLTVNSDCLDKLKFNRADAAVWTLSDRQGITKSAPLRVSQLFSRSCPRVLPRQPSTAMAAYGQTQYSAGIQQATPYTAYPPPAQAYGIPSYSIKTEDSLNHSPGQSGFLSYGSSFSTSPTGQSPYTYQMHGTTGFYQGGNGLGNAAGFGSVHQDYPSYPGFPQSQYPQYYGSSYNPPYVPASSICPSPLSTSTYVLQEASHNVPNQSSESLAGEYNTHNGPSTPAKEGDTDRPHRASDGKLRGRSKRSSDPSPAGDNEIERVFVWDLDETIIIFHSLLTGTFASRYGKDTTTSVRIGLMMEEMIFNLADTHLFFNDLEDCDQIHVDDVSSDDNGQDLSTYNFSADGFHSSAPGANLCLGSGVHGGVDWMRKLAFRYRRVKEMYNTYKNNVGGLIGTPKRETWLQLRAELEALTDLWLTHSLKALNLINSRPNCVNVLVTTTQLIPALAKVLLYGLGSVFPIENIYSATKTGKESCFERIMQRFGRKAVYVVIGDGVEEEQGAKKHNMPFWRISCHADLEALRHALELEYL
#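 Eya2 protein (added as 0.2 uM solution) was preincubated with compound for 10 min at ambient temperature in 50 mM HEPES pH 7.5, 50 mM NaCl, 5 uM MgCl2, 0.05% BSA, 1 mM DTT. OMFP (added at 50 uM) then reacted 10 min; fluorescence read at 485/525 nm.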
# Numbers without * were called inactive; ? = inconclusive; . = not tested or not shown; & = joins results of further samples; [ ] = remark or other dose. Unless noted, calls follow the shape of the dose curve; as a rule, active = well fitted curve in the direction sought with a large enough effect; inconclusive = small, poorly fitted or top-dose-only effect, or another doubt; inactive = no such curve, though single readings can be large; an effect the other way counts as inactive or inconclusive. Outcome played no part in choosing rows, and some 3% of all compounds hit somewhere here.
canonical_smiles,uPA generation,USP2a block,TSHR antag,B2AR arrestin,ELG1 DNA repair,TCR act,Tb PFK inh,Mito fusion yeast,PTAP TSG101 blk,Chronic BCR inh,Eya2 phos inh
Oc1ccc2ccccc2c1Br,-10%,2%,0,0.5%,?,-7%,0%,-4%,-1%,-3%,11%
Cc1ccc(-c2nc(N)n(C(=O)Cc3ccccc3)n2)cc1,3%,2%,1,0.1%,?,7%,-3%,-2%,2%,4%,-2%
CCNc1nnc(SCC(=O)c2cc(C)n(C3CC3)c2C)s1,13%,3%,-6,0.4%,?,6%,0%,7%,-2%,-2%,-14%
COc1ccc(-c2oc3ccc(-c4cc(OC)c(OC)c(OC)c4)cc3c2-c2ccc(OC)nc2)cc1,6%,2%,-3,-0.7%,-17%,-5%,-2%,3%,-1%,0%,-4%
COc1cc(NC(=S)Nc2ccc(N(C)C(C)=O)cc2)cc(OC)c1,-1%,1%,-2,0.5%,9%,0%,4%,1%,-1%,1%,0%
CCN(Cc1ccncc1)Cc1cn[nH]c1-c1cc(OC)c(OC)c(OC)c1,3%,0%,-4,-0.8%,?,0%,0%,2%,-2%,-10%,1%
COC(=O)c1c(C)oc2ccc(OC(=O)c3cccs3)cc12,-2%,-9%,24,0.0%,16%,3%,-6%,16%,-8%,-6%,-12%
O=Cc1coc2c(ccc3ccccc32)c1=O,.,-9%,12,-0.7%,9%,.,-24%,-1%,.,16%,22%
O=C(OCc1nnc(-c2ccc(Br)cc2)o1)c1cncc(Br)c1,0%,-1%,15,0.0%,4%,3%,-1%,0%,-1%,0%,-2%
O=C1CC(SCc2nc3ccccc3[nH]2)C(=O)N1c1ccc(F)c(Cl)c1 (configuration not stated),-1%,0%,-4,-0.5%,6%,1%,-10%,-8%,-7%,-4%,22%
Cn1nnnc1SCc1cn2cccnc2n1,-5%,1%,17,-1.9%,0%,1%,-3%,-1%,0%,4%,21%
Cc1ccc(NC(=O)COc2ccccc2C=O)cc1Cl,1%,2%,-8,-0.2%,?,-1%,3%,-2%,1%,?,-13%
COc1cc2ccccc2cc1C(=O)Nc1cc(C)ccn1,5%,-1%,-18,0.4%,?,-1%,1%,0%,-6%,?,-3%
O=C(c1cc(S(=O)(=O)N2CCOCC2)ccc1Cl)N1CCC(Cc2ccccc2)CC1,3%,-3%,-8,-0.2%,?,2%,-1%,14%,2%,?,-23%
Cc1cc(N2CCN(C)CC2)nc2ccc(NC(=O)c3cccnc3Cl)cc12,6%,5%,-1,0.5%,-1%,11%,3%,-2%,-3%,-11%,13%
COc1ccccc1CCC(=O)Nc1cc(S(=O)(=O)N2CCOCC2)ccc1N1CCCC1,-5%,0%,10,0.3%,20%,-11%,-1%,-1%,1%,7%,0%
O=C1Nc2ccccc2N(O)N1c1cc(-c2cccc(Cl)c2)no1,0%,1%,32,0.1%,12%,-19%,?,1%,6%,?,13%
S=C(NCc1ccccn1)Nc1ccccc1Cl,6%,0%,4,-0.1%,?,-9%[46.1 µM],1%,-10%,-3%,-4%,-1%
COc1ccc(-n2c(Cc3cccn3C)nnc2SCC(=O)Nc2ccccc2C)cc1,7%,0%,-2,5.3%,-3%,5%,-2%,4%,0%,0%,-9%
O=C(NCC1CCCO1)c1cn(Cc2ccccc2)nc1-c1ccc(Cl)cc1 (configuration not stated),2%,2%,-5,0.2%,?,.,-1%,5%,-3%,-6%,-2%
COC(=O)CSc1nsc(SCC(=O)OC)c1C#N,-9%,-1%,-24,-0.2%,23%,-3%,-3%,-9%,-14%,1%,2%
Nc1cc(N)nc(SCC(=O)N2CCN(C(=O)c3ccco3)CC2)n1,2%,7%,-5,-0.8%,-2%,3%,4%,-3%,-13%,-12%,3%
CCOC(=O)c1[nH]c(C)c(C(=O)OCC(=O)N(C)C2CCS(=O)(=O)C2)c1C (configuration not stated),2%,-1%,2,-0.1%,2%,-2%,5%,5%,0%,?,-5%
CC(=O)NCCc1cc2cc(C)c(C)cc2[nH]c1=O,-2%,-1%,17,0.1%,13%,-2%,-1%,1%,0%,?,5%
N#Cc1ccc(C(=O)CSc2n[nH]c(=O)n2Cc2ccco2)cc1,4%,1%,-9,-0.5%,-9%,4%,-2%,-2%,-1%,1%,6%
Cc1ccc(NC(=O)CCn2cccc2)cc1Cl,1%,2%,2,0.1%,?,-3%,-1%,1%,-5%,-3%,2%
NNC(=O)Cn1nc2n(c1=O)-c1ccccc1SC2,6%,-5%,0,-0.1%,23%,-2%,0%,-1%,1%,-15%,-3%
C=C(C)CSc1nnc(-c2ccc(OC)cc2)n1N,-3%,6%,8,-0.2%,?,-1%,-5%,6%,-3%,?,-17%
c1ccc2c(N3CCOCC3)nc(N3CCOCC3)nc2c1,-1%,2%,0,0.0%,?,0%[46.1 µM],-2%,-2%,-3%,?,5%
CCCNC(=O)/C(=C/c1cn(S(=O)(=O)N(C)C)c2ccccc12)NC(=O)c1ccc(OC)cc1,3%,1%,1,0.0%,?,1%,0%,-1%,1%,-19%,-20%
CCN(CC)c1ccc(NC(=O)CCS(=O)(=O)c2ccc(Br)cc2)c(C)c1,3%,2%,-8,-0.7%,-5%,4%,?,6%,-1%,4%,13%
CC(Nc1cccc(C(=O)NC2CC2)c1)c1nnc(-c2ccccc2)o1 (configuration not stated),2%,3%,-5,-0.1%,?,2%[46.1 µM],-2%,.,-3%,-14%,4%
CN(Cc1ccc(Cl)s1)C(=O)CCl,-6%,-1%,1,-0.1%,11%,-5%,-3%,4%,-1%,?,2%
Cc1cc(=O)oc2cc(OCC(=O)Nc3nnc(C(C)C)s3)ccc12,1%,2%,2,0.0%,10%,-10%,-17%,0%,-1%,?,1%
CC(CCc1ccccc1)NS(=O)(=O)c1ccccc1 (configuration not stated),-2%,-1%,16,-0.1%,-3%,-2%,6%,1%,-2%,?,-11%
CC(Nc1cccnc1)=C(C#N)C#N,3%,0%,13,0.1%,-8%,10%,3%,1%,1%,-8%,-7%
Cc1cc(Cl)nc(Cl)c1C(=O)N1CCOCC1,2%,2%,-3,-0.7%,0%,-10%,1%,-6%,1%,-12%,2%
CCOC(=O)c1ccccc1NC(=O)CN(c1ccccc1C)S(C)(=O)=O,-1%,2%,-7,0.4%,9%,1%,5%,2%,-7%,-8%,1%
CCOc1ccc(S(=O)(=O)NCCC(=O)N2CCN(Cc3ccccc3)CC2)cc1,2%,2%,-10,-0.5%,-7%,2%,-7%,-5%,1%,0%,9%
O=C(CCCn1c(SCc2cccc([N+](=O)[O-])c2)nc2ccccc2c1=O)NCC1CCCO1 (configuration not stated),5%,3%,-8,0.1%,0%,3%,0%,10%,-11%,1%,-8%
O=S(=O)(c1cccc(C(F)(F)F)c1)N(CCCN1CCOCC1)Cc1cccs1,5%&-1%,3%&-4%,9&12,-1.1%&0.1%,-1%&4%,-10%&8%,-10%&-4%,-1%&-7%,-1%&-8%,?,-28%&3%
Oc1ccc(Cl)cc1CNn1cnnc1,0%,3%,12,-0.3%,6%,-13%,0%,8%,0%,?,-9%
COc1ccc(C)cc1-n1ccn(CC(=O)Nc2ccc(Br)cc2F)c(=O)c1=O,-1%,-2%,0,-0.4%,-1%,-1%,-8%,-6%,-3%,8%,6%

# Bioassay records deposited in PubChem by National Center for Advancing Translational Sciences (NCATS).
